STAT3 inh = STAT3 signaling inhibition; 190,000 tested, 0.89% active; inhibition, % at 5.5 µM; U3A cells, IL-6 STAT3-luciferase reporter, luminescence; host cell line lacks STAT1;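 active = inhibition above the mean inhibition across all screened compounds plus 3 SD, cut at about 44% in these data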;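 note: 0% = DMSO only wells and 100% = 100 µM nifuroxazide control wells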
NF-kB neuron act = compounds increasing NF-kB expression in human neuronal cells. NF-kB reporter expression; stronger effect = higher value. fold change at 12.5 µM. 190,000 tested, 1.6% active; in the data active = fold change above about 3.3
APP 5'UTR act = activates APP 5'UTR luciferase reporter; SH-SY5Y APP 5'UTR luciferase reporter, luminescence; zero percent = DMSO vehicle wells; activation, % at 2 µM; 190,000 tested, 1% active; AID 1276;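 active = activation above a set limit, based on mean plus 3 SD of controls, cut at about 140% in these data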; note: values of inactives mirror those of a sister screen read the other way
STAT1 blocker = STAT1 signaling inhibition; NIH 3T3 STAT1-luciferase reporter, IFN-gamma, luminescence; inhibition, % at 5.5 µM; 200,000 tested, 0.35% active;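 active = inhibition above a set limit, the mean inhibition across all tested compounds plus 3 SD, cut at about 34% in these data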;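 note: 0% = IFN-gamma with DMSO and 100% = IFN-gamma with 300 µM nifuroxazide; values of inactives mirror those of a sister screen read the other way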
APP 5UTR inh = APP translation inhibition; inhibition, % at 2 µM; 190,000 tested, 0.82% active; SH-SY5Y APP 5'UTR-luciferase reporter, luminescence; AID 1285;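 active = inhibition above a set limit, derived from the sample mean plus 3 SD, cut at about 45% in these data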; note: values of inactives mirror those of a sister screen read the other way
STAT3 act = STAT3 signaling activation; U3A cells, IL-6 STAT3-luciferase reporter, luminescence; 100% = signal with IL-6 EC80 alone; activation (% of control), % at 5.6 µM; 190,000 tested, 0.91% active; AID 871;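 active = activation above the screen-wide mean of compound activation plus 3 SD, cut at about 130% in these data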;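 note: 0% = background luminescence of wells with medium and substrate only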
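Test system: Human STAT1-deficient U3A cells with stable STAT3-luciferase reporter | Also added: Interleukin-6, 33 ng/mL | Timing: Compound pre-incubation 1 h before IL-6, then 6 h stimulation at 37 °C | Technique: Luciferase reporter luminescence | Read-out: Percent of IL-6-only median luminescence | Benchmarks: IL-6-only wells as 100% reference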
RAM inhibit = yeast RAM network inhibition. S. cerevisiae dse1pr::URA3 reporter, 5-FOA growth OD615, 2 d; analog-sensitive cbk1-as2 kinase mutant strain. inhibition, % at 50 µM. 190,000 tested, 1.8% active;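 active = inhibition above a set limit, 3 SD over mean compound inhibition, cut at about 8.4% in these data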;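 note: 0% = DMSO-only wells with no growth and 100% = 10 µM 1-NA-PP1 full growth; inhibition rescues growth on 5-FOA so higher OD means more RAM inhibition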
FLuc inh counter = Photinus pyralis luciferase inhibition counter-screen. P08659. ATPLite firefly luciferase biochemical luminescence, 10 min. inhibition, % at 10 µM. 200,000 tested, 1.5% active. AID 1006;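 active = inhibition above about 50% when tested at 10 µM, limit read from the data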
Target sequence (P08659 whole entry, looked up): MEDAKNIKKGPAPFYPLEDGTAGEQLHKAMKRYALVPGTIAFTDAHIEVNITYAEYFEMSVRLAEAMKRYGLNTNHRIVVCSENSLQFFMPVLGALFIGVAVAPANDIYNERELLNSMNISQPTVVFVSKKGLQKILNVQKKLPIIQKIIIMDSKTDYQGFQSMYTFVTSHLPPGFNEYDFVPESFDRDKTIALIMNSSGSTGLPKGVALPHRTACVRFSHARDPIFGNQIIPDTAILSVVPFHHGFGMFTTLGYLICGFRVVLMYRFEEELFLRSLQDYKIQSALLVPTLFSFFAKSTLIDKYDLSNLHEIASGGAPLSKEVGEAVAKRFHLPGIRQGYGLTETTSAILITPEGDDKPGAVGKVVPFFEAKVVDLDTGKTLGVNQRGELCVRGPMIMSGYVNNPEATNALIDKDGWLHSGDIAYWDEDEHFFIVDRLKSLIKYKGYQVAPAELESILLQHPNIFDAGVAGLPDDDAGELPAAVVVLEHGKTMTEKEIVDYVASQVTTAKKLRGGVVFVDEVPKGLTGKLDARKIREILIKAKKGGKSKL
Hsp70 act = switches on Hsp70 transcription. AID 1203. HeLa Hsp70 promoter luciferase reporter, luminescence; scaled: vehicle 0, proteasome-inhibitor control 100%. activation, % at 10 µM. 200,000 tested, 0.04% active;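 active = activation above the mean across all tested compounds plus 3 SD, cutoff set per campaign, cut at about 5.5% in these data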;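 note: 100% = MG132 at 30 µM as the positive control and 0% = DMSO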
STAT1 activator = increases IFN-gamma driven STAT1 reporter signal; NIH 3T3 STAT1-luciferase reporter, luminescence; 100% = IFN-gamma alone, no compound; activation (% of control), % at 5.5 µM; 200,000 tested, 2.6% active;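 active = activation above the screen-wide mean activation plus 3 SD, cut at about 130% in these data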;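 note: raw ratio to IFN-gamma control signal so 100% means no change and 0% no light; values of inactives mirror those of a sister screen read the other way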
* = called active by the depositor; nt = no result given. Random draw from the library; 7.7% or so of the library scored in one or more.

SMILES	STAT3 inh	NF-kB neuron act	APP 5'UTR act	STAT1 blocker	APP 5UTR inh	STAT3 act	RAM inhibit	FLuc inh counter	Hsp70 act	STAT1 activator
CCCCCC(=O)NC(NC(=S)NC1CCS(=O)(=O)C1)C(Cl)(Cl)Cl (configuration not stated)	-2	1.3	-2	2	2	105	0.5	-4	-0.2	96
O=C(NC(=S)NCc1ccccc1)c1cccnc1	-9	1.1	15	0	-14	116	-0.3	-2	-0.2	100
CSc1cccc(NC(=O)c2ccccn2)c1	16	2.6	90	-49	-90	90	0.5	51*	0.2	142*
CCOC(=O)Cn1nnc2c(sc3nc4c(c(-c5ccc(Cl)cc5)c32)CCC4)c1=O	14	0.76	2	-2	-2	90	4.6	-3	-0.1	102
c1ccc(CSc2ccc(-c3ccco3)nn2)cc1	19	3.9*	110	-50	-110	86	2.9	83*	0.0	145*
COC(=O)C1C(=O)c2c(n[nH]c2C)CC1(C)C (configuration not stated)	6	1.1	19	2	-19	97	1.8	-3	0.0	98
C/C(=N\Nc1ccc(C(=O)O)cc1)c1ccc(-n2ccnc2)cc1	0	1	102	-43	-102	107	0.8	1	0.1	138*
NS(=O)(=O)c1ccc(CCNC(=O)C(=O)c2c[nH]c3ccccc23)cc1	-17	0.79	-3	5	3	114	3.9	-6	-0.2	95
CC(C)Cn1c(SCC(=O)NCc2ccc(Cl)cc2)nnc1-c1cccc(S(=O)(=O)N2CCOCC2)c1	5	0.85	-6	0	6	101	-0.9	-4	0.1	100
COc1ccccc1N1CCN(C(=O)CSc2nnc(NC(=O)C3CC3)s2)CC1	-6	0.94	11	-7	-11	107	0.5	-6	-0.3	106
Cc1ccc(-n2nc(C)c3c(C(=O)OCC(=O)N(C)C4CCS(=O)(=O)C4)cc(-c4ccccc4)nc32)cc1 (configuration not stated)	-8	0.97	-5	-1	5	111	7.1	-4	-0.2	101
N#Cc1nc(Cc2ccccc2)oc1NCCN1CCOCC1	1	1.1	-3	0	3	102	-0.3	-5	-0.2	100
CCOC(=O)C1=C(CN2CCSCC2)NC(=O)NC1c1cc(C)ccc1C (configuration not stated)	6	0.93	6	11	-6	100	0.6	0	-0.2	90
O=[N+]([O-])c1cccc(-c2n[nH]c(=S)n2Cc2ccccc2)c1	-2	0.92	-5	-5	5	104	2.0	-3	-0.1	104
C=CCn1c(-c2ccoc2)n[nH]c1=S	10	1.1	-10	-1	10	94	0.9	-7	-0.3	101
Cc1nccn1CCc1n[nH]c(=S)n1Cc1ccccc1	5	1	0	-1	0	98	3.7	-6	-0.2	101
COC(=O)C1=C(C(=O)c2ccc(C)cc2)C(c2ccc(OC)c(OC)c2)n2nnnc2N1 (configuration not stated)	-13	1.4	3	4	-3	109	1.2	-3	-0.2	97
OCCCNC(=S)Nc1ccc2nc(-c3ccccn3)c(-c3ccccn3)nc2c1	3	0.76	0	-2	0	106	1.3	-8	-0.2	104
COc1ccc(NS(=O)(=O)c2ccc(NC(=O)c3ccccc3Br)cc2)nn1	8	1.1	-3	5	3	95	0.1	-4	-0.2	94
CCOC(=O)C1(Cc2cccc(OC)c2)CCN(Cc2ccc(OC)c(O)c2)CC1	-6	0.71	10	-4	-10	108	-0.2	1	-0.4	102
O=C(CSc1ccc2c(c1)OCCO2)Nc1cccc(S(=O)(=O)N2CCCCC2)c1	3	1.1	16	5	-16	96	-1.5	-2	0.0	95
Cc1cc(N)n2ncc(-c3ccccc3)c2n1	-16	3.1	86	-55	-86	122	3.3	22	0.3	150*
CCC(C(=O)NN1C(=O)c2ccccc2C1=O)c1ccccc1 (configuration not stated)	-9	1.1	28	0	-28	111	1.2	-4	-0.2	98
COc1ccc(COC(=O)c2ccc(N3CCCC3=O)cc2)cc1F	18	1.2	-7	0	7	91	4.0	-2	-0.5	100
Brc1ccc2nc(-c3cccs3)c(NCC3CCCO3)n2c1 (configuration not stated)	0	0.88	41	-23	-41	102	2.1	42	-0.1	120

Record cards (already shown):
Shown for N#Cc1nc(Cc2ccccc2)oc1NCCN1CCOCC1 : STAT3 inh = 1; NF-kB neuron act = 1.1; APP 5'UTR act = -3; STAT1 blocker = 0; APP 5UTR inh = 3; STAT3 act = 102; RAM inhibit = -0.3; FLuc inh counter = -5; Hsp70 act = -0.2; STAT1 activator = 100
Shown for CCC(C(=O)NN1C(=O)c2ccccc2C1=O)c1ccccc1 (configuration not stated) : STAT3 inh = -9; NF-kB neuron act = 1.1; APP 5'UTR act = 28; STAT1 blocker = 0; APP 5UTR inh = -28; STAT3 act = 111; RAM inhibit = 1.2; FLuc inh counter = -4; Hsp70 act = -0.2; STAT1 activator = 98

Following part.
SMILES	STAT3 inh	NF-kB neuron act	APP 5'UTR act	STAT1 blocker	APP 5UTR inh	STAT3 act	RAM inhibit	FLuc inh counter	Hsp70 act	STAT1 activator
CN(C)c1ccc(CNc2ccc3c(c2)ncn3C)cc1	1	0.69	3	1	-3	100	0.4	-7	0.6	99
CCCOc1ccc(CNC(=S)N/N=C/c2ccc([N+](=O)[O-])cc2)cc1	6	1.1	14	-10	-14	98	1.9	0	0.0	109
Fc1ccc(Br)cc1C1C=C(c2ccc(Br)s2)Nc2ncnn21 (configuration not stated)	10	1.1	-6	-4	6	97	4.1	-5	-0.3	103
CCc1nnc(NC(=O)C2CC(=O)N(Cc3ccco3)C2)s1 (configuration not stated)	2	1.3	-5	2	5	105	0.0	-6	0.0	98
Cc1cc(C)nc(NC(=O)CSc2ncccn2)n1	9	1.1	-12	5	12	100	1.7	-5	-0.2	96
O=C(CCc1nc2ccccc2s1)OCC(=O)N1CCN(C(=O)c2ccco2)CC1	-27	0.92	12	3	-12	123	0.9	-4	-0.4	98
C=CCn1c(=O)n(CCC#N)c(=O)n(CCC#N)c1=O	4	1.2	12	-1	-12	100	0.6	-1	-0.3	101
c1ccc(-n2ncc3c(NCCCN4CCOCC4)ncnc32)cc1	-2	2	51	-24	-51	109	1.9	17	-0.1	122
COc1ccc2nc(NC(=O)c3cnccn3)sc2c1	31	3.3	98	-23	-98	77	1.4	63*	-0.3	121
Cc1[nH]c(=O)[nH]c(=O)c1S(=O)(=O)N1CCCC(C(=O)NCc2ccc3c(c2)OCO3)C1 (configuration not stated)	-5	1.4	32	8	-32	105	2.7	-2	-0.4	91
COc1ccc(OCC(=O)NC(CC(=O)O)c2ccc(OC)c(OC)c2)cc1 (configuration not stated)	6	0.88	22	0	-22	104	0.0	-6	0.6	98
O=S(=O)(Nc1ccc2nc(C(F)(F)F)[nH]c2c1)c1ccccc1	24	1.5	-10	7	10	83	0.3	-4	-0.2	94
O=C(NCc1cccnc1)Nc1cccc(F)c1	8	1.2	-4	-4	4	97	0.1	-5	-0.2	100
O=C(N1CCOCC1)C12CCC3CC(CC(C3)C1)C2	1	1.4	-8	-2	8	101	1.4	-12	-0.1	101
C=CCNC(=O)/C(=C\c1ccc2c(c1)OCO2)NC(=O)c1ccc(Br)cc1	24	1.3	8	15	-8	89	1.8	-10	0.3	87
Cc1cc(NC(=O)CCSc2nc(-c3ccco3)cc(C(F)(F)F)n2)no1	8	1.1	14	1	-14	95	3.3	-4	-0.1	99
COC(=O)c1sc(NC(=O)CSc2n[nH]c(N)n2)c(C(=O)OC)c1C	-1	1.1	16	-9	-16	102	4.4	-4	-0.4	106
COCCNC(=O)CSc1nc2cc3c(cc2c(=O)n1Cc1ccco1)OCO3	-6	1	-9	-5	9	109	0.3	1	-0.3	105
O=Cc1cccn1Cc1ccccc1[N+](=O)[O-]	6	1	-9	-1	9	95	0.4	-4	-0.2	101
CCOc1ccc(Oc2nc(Nc3ccc(C)cc3)nc(N(C)C)n2)nn1	31	0.82	0	3	0	75	-0.1	-6	-0.2	96
N#Cc1nc(-c2cccs2)oc1NCC1CCCO1 (configuration not stated)	0	1.1	6	0	-6	103	1.3	-3	-0.1	100
COc1ccc(C)cc1N(CC(=O)N/N=C/c1ccccc1C(=O)O)S(=O)(=O)c1ccccc1	4	1.1	7	-6	-7	104	2.1	-1	-0.3	106
COc1ccc2nc(C)c3c(c2c1)OC(C)C3 (configuration not stated)	16	1.1	0	-3	0	94	-0.8	-6	-0.2	102
COc1ccc(CNc2n[nH]c(NCc3ccc(OC)c(OC)c3)n2)cc1OC	7	0.95	11	3	-11	99	-0.5	-5	-0.3	98
Cc1ccc(-n2c(SCC(=O)Nc3cc(C)on3)nc3c(c2=O)SC(C)C3)cc1 (configuration not stated)	1	0.94	7	-2	-7	99	2.5	-7	0.0	103

Continued.
SMILES	STAT3 inh	NF-kB neuron act	APP 5'UTR act	STAT1 blocker	APP 5UTR inh	STAT3 act	RAM inhibit	FLuc inh counter	Hsp70 act	STAT1 activator
CCOC(=O)CN1C(=O)S/C(=C/c2cc(C)n(C)c2C)C1=O	21	nt	36	-17	-36	85	nt	nt	0.3	115
Cc1ccc2nc(-c3ccncc3)c(NC3CCCC3)n2c1	11	0.94	-14	17	14	97	1.1	1	-0.1	84
CCC/C(C)=N/NC(=O)c1ccccc1O	-5	1.3	-11	-11	11	105	0.2	-6	-0.1	110
CCOC(=O)c1cc2c(N)c(C(=O)c3ccc(Br)cc3)sc2[nH]c1=O	8	0.93	-5	-6	5	100	0.5	-3	-0.1	104
CCOC(=O)CSc1cc(C)nc(N)n1	0	1.1	17	-4	-17	104	3.2	-4	-0.5	104
C=CCn1c(-c2ccoc2C)n[nH]c1=S	-9	1.1	-18	-1	18	106	-0.8	-5	0.6	101
COCCNC(=S)N/N=C(\C)CCc1ccc2c(c1)OCO2	5	1.3	19	3	-19	102	-0.8	-4	-0.1	96
COC(=O)c1ccc(NC(=O)c2cccc(Cl)c2)o1	32	1.6	23	-2	-23	78	2.7	2	0.1	102
Cc1cc(C)c(-c2cc(C)nc3ncnn23)c(C)c1	2	1.2	-3	-1	3	102	0.8	-3	0.4	99
CCOC(=O)c1cnc2ccc(Cl)cc2c1Nc1ccc(S(=O)(=O)Nc2ncccn2)cc1	-7	1.3	3	9	-3	103	3.8	-2	-0.1	92
C=CCN1C(=O)/C(=C\c2ccc(OC(=O)c3ccco3)c(OC)c2)SC1=S	16	0.88	-3	-6	3	96	6.2	-4	0.0	105
COc1ccc(NC2=C(NCCO)C(=O)c3ccccc3C2=O)cc1	-7	4.3*	32	-2	-32	107	0.9	6	-0.3	101
Cc1c(C(=O)NCCN2CCOCC2)oc2ccc(S(=O)(=O)N3CCCCCC3)cc12	8	0.51	40	2	-13	98	0.3	0	-0.4	97
CN(Cc1ccccc1)C(=O)CN1C(=O)C2C3C=CC(C3)C2C1=O (configuration not stated)	-3	1.2	-2	-5	2	104	0.6	-8	-0.5	104
CCOC(=O)c1c(C)c(-c2ccccc2)n(CC(=O)NCCC(C)C)c1C	-4	0.95	-24	-1	24	107	0.8	-1	-0.2	100
Cc1nc2ncnn2c(C)c1CCC(=O)N1CCN(c2ccccn2)CC1	-4	0.96	11	0	-11	109	0.1	-3	0.0	101
COC(=O)c1ccc(OC)c(CSc2nnc(COc3ccc(OC)cc3)o2)c1	-5	1	-19	2	19	108	7.0	-2	-0.2	96
O=C(Nc1ccc(CN2CCOCC2)cc1)c1ccc(-c2ccc(Cl)cc2Cl)o1	36	0.69	1	4	-1	74	-1.0	0	-0.2	95
Cc1ccc(NC(=O)C(=O)Nc2ccc(C)cn2)nc1	12	2.6	23	-21	-23	95	0.0	4	0.3	117
